Bioassay records deposited in PubChem BioAssay by Fisher Drug Discovery Resource Center.
hcGAS lum = Primary biochemical luminescence assay for human cyclic GMP-AMP synthase inhibitors; Q8N884; recombinant h-cGAS, ATP depletion, Kinase-Glo luminescence; inhibition, % at 12.5 µM; hit rate 0.081% among 290,000; AID 1259398, 2018;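 further: 0% = vehicle reaction and 100% = reaction without DNA for no activity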
Target sequence (Q8N884 whole entry, looked up): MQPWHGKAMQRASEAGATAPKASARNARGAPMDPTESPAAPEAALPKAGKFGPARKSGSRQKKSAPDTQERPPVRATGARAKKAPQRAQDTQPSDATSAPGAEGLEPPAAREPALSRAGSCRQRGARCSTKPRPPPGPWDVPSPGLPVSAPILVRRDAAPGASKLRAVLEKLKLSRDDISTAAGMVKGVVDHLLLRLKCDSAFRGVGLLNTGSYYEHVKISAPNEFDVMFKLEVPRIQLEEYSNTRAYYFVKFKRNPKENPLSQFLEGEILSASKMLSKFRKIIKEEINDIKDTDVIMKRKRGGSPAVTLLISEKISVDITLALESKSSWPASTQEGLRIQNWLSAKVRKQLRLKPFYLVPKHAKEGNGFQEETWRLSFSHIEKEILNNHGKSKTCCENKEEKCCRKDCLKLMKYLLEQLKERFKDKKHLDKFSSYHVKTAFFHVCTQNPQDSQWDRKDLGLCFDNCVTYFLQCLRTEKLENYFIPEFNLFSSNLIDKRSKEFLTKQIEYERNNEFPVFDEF
NPYLR7 agonist = agonists of mosquito NPYLR7 receptor, primary screen, cell-based, Aedes aegypti, calcium fluorescence, mosquito biting behavior. hit rate 0.15% among 270,000. AID 1259423, 2018. Aedes aegypti neuropeptide Y-like receptor 7 (NPYLR7). activation, % at 10 µM. HEK293T NPYLR7/Galpha15, GCaMP6s calcium fluorescence; in the data active means activation above about 40%;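 further: 0% = vehicle and 100% = reference agonist at the receptor; some compounds past the cut are filed as inactive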
mcGAS lum = cyclic GMP-AMP synthase inhibitors, mouse, primary biochemical chemiluminescence. recombinant cGAS, Kinase-Glo ATP depletion luminescence. inhibition, % at 12.5 µM. hit rate 0.15% among 160,000. AID 1259399, 2018;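 further: 0% = negative control wells and 100% = reference inhibitor with no enzyme activity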
Numbers without * were called inactive; · = not tested or not shown; & = joins results of further samples. Unless noted, no stated cut-off is given here; in the data, active means inhibition above about 40%; inactive means the rest.

SMILES	hcGAS lum	NPYLR7 agonist	mcGAS lum
CC(C)N(CC(=O)N1c2ccccc2-n2cccc2C1c1ccc(F)cc1)C(=O)c1ccc([N+](=O)[O-])cc1 (stereo not given)	-6	-6	-5
COc1ncc(-c2ccc(-n3cccn3)cc2)c(OC)n1	1	0	·
COc1cc(CN2[C@@H]3CC[C@H]2CNC(=O)C3)cc2c1OCO2	-1	-19	-1
Cc1nnc(-c2ccc(NC(=O)NCc3nc(C)c(C)s3)cc2)o1	-8	1	·
O=C(COc1ccccc1Cl)NCc1ccc(N2CCOCC2)nc1	-8	-12	·
COc1ccccc1OCc1cc(C(=O)N2CCN(C)C[C@@H]2c2ccccc2)n[nH]1	-7	2	·
CNCC(=O)NC(C)Cc1ncccc1C (stereo not given)	-3	4	·
CN(C)CC1(O)CCCN(C(=O)c2coc(CN3CCOCC3)c2)CC1 (stereo not given)	-6	7	-16
C=CCN1C(=O)C2(OCCCO2)c2ccccc21	-4	3	-3
Cn1nc(C(=O)NNC(=O)c2nn(Cc3ccccc3)c(=O)c3ccccc23)c2ccccc2c1=O	-6	-7	-5
CSc1ccccc1NC(=O)C1(C)CCN1C(=O)CC1CC1 (stereo not given)	-7	9	·
COc1ccc(C(=O)N2C(C(=O)NCc3ccco3)COC23CCN(C(=O)c2ccccc2F)CC3)cc1 (stereo not given)	-2	-1	-3
COc1ccc(C2CC(c3ccccc3)=NN2C(=O)c2ccc(C)cc2)cc1 (stereo not given)	-3	-8	-6
CCOC(=O)C1=C(C)OC(=N)C(C#N)C1c1ccncc1 (stereo not given)	-3	3	-4
CCCC1C(c2ccc(OC)cc2)C(C#N)(C#N)C2(C#N)CC1(O)NC2=O (stereo not given)	-5	4	·
NC(=O)c1ccccc1NS(=O)(=O)c1cccs1	2	0	2
COc1ccc(NC(=O)c2ncn[nH]2)cc1OC	-11	-2	·
CC(C)(C)c1cc2nc(C(=O)Nc3ccc(F)cc3)cc(-c3ccccc3F)n2n1	-8&-2	-4&19	-9&-6
COC(CNC(=O)c1nnc2nc(C)cc(C)n12)c1cccs1 (stereo not given)	-7	-8	-16
COc1ccc(N2C(=O)CSC2c2ccccc2NC(=O)c2ccc(F)cc2)c(OC)c1 (stereo not given)	0	-1	1

Given bar-delimited: entries from further up.
Molecule | hcGAS lum | NPYLR7 agonist | mcGAS lum
COc1ncc(-c2ccc(-n3cccn3)cc2)c(OC)n1 | 1 | 0 | ·
COc1cc(CN2[C@@H]3CC[C@H]2CNC(=O)C3)cc2c1OCO2 | -1 | -19 | -1

New compounds follow:
SMILES	hcGAS lum	NPYLR7 agonist	mcGAS lum
Cc1nc2n(n1)C(=O)C(C(c1ccc(Cl)cc1)N1CCC(C)CC1)S2 (stereo not given)	-12	-1	·
O=C(CSc1ccc2nnc(-c3cccs3)n2n1)N1CCN(c2ccccc2)CC1	-10	-1	-8
COc1ccc(N2C(=O)c3ccccc3NC23CCN(C(=O)c2cc4ccccc4n2C)CC3)cc1	-8	1	·
CCOC(=O)c1nn(-c2ccccc2)c(=O)c2c(NC(=O)c3cccs3)scc12	-5	0	-8
CCCCCCn1c(-c2ccc(OC)cc2)csc1=Nc1ccc(F)cc1	0	-2	1
Cc1ccc(OC2(C(=O)NCc3snnc3C)CCNCC2)cc1	-10	·	-13
CC(=O)N1N=C(c2cccs2)CC1c1cc2ccccc2[nH]c1=O (stereo not given)	-7	5	-9
Cc1cc(C)n(CCC(=O)NCCCc2ccccc2O)c(=O)n1	-3	0	-10
CCOC(=O)c1c(NC(=O)c2ccc(F)cc2)sc(C(=O)Nc2cccc(C(F)(F)F)c2)c1C	-3	-1	·
O=C(Cc1ccccc1Cl)N1CCCC(CO)C1 (stereo not given)	-3	-1	·
Cc1cc(C)c(CSc2nc(C)cc(=O)[nH]2)c(C)c1	-4	-2	·
CCOc1ccc(-c2nc3cc(C)cc(C)n3c2NC(C)(C)CC(C)(C)C)cc1	-3	·	1
O=C(c1cc2n(n1)CCN(Cc1ccc(Cl)c(Cl)c1)C2=O)N1CCc2ccccc2C1	-3	18	-5
COCCN(C)CC1CCCN1C(=O)C1=NN(C)C(=O)CC1 (stereo not given)	-10	5	·
CCOC(=O)C1(C)CCN1C(=O)c1c(F)cccc1F (stereo not given)	-14	6	-6
Cc1cc(CNC(=O)c2ccncc2F)c2[nH]c(-c3ccccc3)c(C)c2c1	-7	2	·
Cc1cc(C(=O)NCCCSc2nnc(C)s2)nc(C)n1	-9	-4	·
CC(=O)NCCC(=O)NNC(=O)CC12CC3CC(CC(C3)C1)C2	-8	11	-5
C=CCn1cc(CN(C)C(C)c2nccs2)c(C)n1 (stereo not given)	1	1	-1
COC(=O)c1c(C)c(C(=O)C(C)N(Cc2ccc(F)cc2)C(=O)COc2ccccc2)c(C)n1C (stereo not given)	-5	-12	-5
COc1ccc(S(=O)(=O)N2CCC3(CC2)SCCN3C(=O)c2cccc(C)c2)cc1	-3	-3	-4
CC(=O)NCCn1cnc(-c2ccccc2)c1-c1c(C)cccc1C	-5	-3	-8
O=C(c1cccc(Br)c1)N1CCCC(OCc2ccc(C(F)(F)F)cc2)C1 (stereo not given)	-5	-6	-6
COc1ccc(C(C)=O)cc1CN1C(=O)C(Cc2cccc(F)c2)ON=C1C (stereo not given)	-7	14	·
O=C(NCCc1c(F)cccc1Cl)N1CCOCC1	-10	8	·
FC(F)(F)c1ccc2c(c1)n(Cc1cccc(Cl)c1)c1[n+]2CCCCC1	-4	9	·
CC(c1ccc(OC(F)F)cc1)N(C)CC1CCCO1 (stereo not given)	-6	3	·
CCCC(=O)OCC(O)CN(Cc1c(C)nn(-c2ccccc2)c1Oc1ccccc1OC)CC1CC1 (stereo not given)	-6	9	-8
O=S(=O)(NCC(c1ccsc1)N1CCc2ccccc2C1)c1ccccc1 (stereo not given)	-6	2	-6
COCCOCC(=O)N1CCN(Cc2cc(=O)c(OCc3ccc(F)cc3)co2)CC1	-9	24	-5
CCn1c(C2CCN(Cc3cnc(-c4ccccc4)nc3)CC2)nn(C)c1=O	-5	3	·
COCCN(Cc1ccc(OC)cc1)c1c(C)nc2ccc(C(=O)Nc3ccc(Cl)c(Cl)c3)cn12	-10	-3	-3
CC(C)c1cc(NCC2CCCO2)n2c(nc3ccccc32)c1C#N (stereo not given)	-8	-2	-2
COC(=O)[C@@H]1C[C@@H](NC(=O)c2c(C)nc3ncccn23)CN1C	-1	5	·
NC(=O)c1cnc2n1CCN(C(=O)c1ccc3c(c1)OCO3)C2	-4	4	·
CC(Oc1ccccc1Cl)C(=O)N1CCOC(c2ccccc2)C1 (stereo not given)	-5	25	·
COc1ccc(NC(=O)N(CC(=O)N(CCc2ccccc2)Cc2ccc(C)o2)CC2CC2)cc1	-2	6	-6
CCOC(=O)C1CCCN(c2nc3c(-c4cccc(F)c4)nnn3c3ccc(Cl)cc23)C1 (stereo not given)	-4	-1	-7
CC1CN(C(=O)CCN2CCc3sccc3C2c2cccc(F)c2)CCN1C(=O)Nc1ccccc1F (stereo not given)	4	-13	-1
N=C1c2ccccc2CN1Cc1ccc(CN2Cc3ccccc3C2=N)cc1	-3	4	·

13 compounds out of the list, sorted by count of non-hydrogen atoms, smallest number first:
SMILES	hcGAS lum	NPYLR7 agonist	mcGAS lum
O=C(NCCc1c(F)cccc1Cl)N1CCOCC1	-10	8	·
CC(c1ccc(OC(F)F)cc1)N(C)CC1CCCO1 (stereo not given)	-6	3	·
COC(=O)[C@@H]1C[C@@H](NC(=O)c2c(C)nc3ncccn23)CN1C	-1	5	·
CC(Oc1ccccc1Cl)C(=O)N1CCOC(c2ccccc2)C1 (stereo not given)	-5	25	·
CC(C)c1cc(NCC2CCCO2)n2c(nc3ccccc32)c1C#N (stereo not given)	-8	-2	-2
FC(F)(F)c1ccc2c(c1)n(Cc1cccc(Cl)c1)c1[n+]2CCCCC1	-4	9	·
O=C(c1cccc(Br)c1)N1CCCC(OCc2ccc(C(F)(F)F)cc2)C1 (stereo not given)	-5	-6	-6
COc1ccc(C(C)=O)cc1CN1C(=O)C(Cc2cccc(F)c2)ON=C1C (stereo not given)	-7	14	·
COc1ccc(S(=O)(=O)N2CCC3(CC2)SCCN3C(=O)c2cccc(C)c2)cc1	-3	-3	-4
COCCOCC(=O)N1CCN(Cc2cc(=O)c(OCc3ccc(F)cc3)co2)CC1	-9	24	-5
CCOC(=O)C1CCCN(c2nc3c(-c4cccc(F)c4)nnn3c3ccc(Cl)cc23)C1 (stereo not given)	-4	-1	-7
COc1ccc(NC(=O)N(CC(=O)N(CCc2ccccc2)Cc2ccc(C)o2)CC2CC2)cc1	-2	6	-6
CC1CN(C(=O)CCN2CCc3sccc3C2c2cccc(F)c2)CCN1C(=O)Nc1ccccc1F (stereo not given)	4	-13	-1

Additional entries.
SMILES	hcGAS lum	NPYLR7 agonist	mcGAS lum
Cc1ccccc1C(=O)N1CCC(N2CCC(C(=O)NCc3cccnc3)CC2)CC1	-4	20	·
Cc1ccc(-c2nc(C(N)=O)c3[nH]c(=O)n(-c4ccccc4F)c3n2)o1	-3	16	-7
COc1cccc(C(CNC(=O)c2nc3ccccc3s2)N2CCOCC2)c1 (stereo not given)	-8	0	·
CCOC(=O)C1(Cc2ccccc2Cl)CCN(Cc2ccc(NC(C)=O)cc2)CC1	-9	1	·
Nc1nc2c(c(=O)[nH]1)CCN(C(=O)CCCc1cccs1)C2	-7	9	·
COc1cc(CNCc2cc(C)cc3c(C)c(C)[nH]c23)cc2c1OCO2	-6	-3	·
O=C(NCC1CC1)[C@@]1(OCc2ccc(F)cc2)CC(OCc2c(F)cccc2F)[C@H](O)[C@H](O)C1 (stereo not given in full)	-7	5	-9
CC(C)CCN(Cc1cccn1Cc1ccc(C(C)(C)C)cc1)CC(O)CN1CCOCC1 (stereo not given)	-8	-2	-4
COc1ccc(CNc2nnc(SC(C)C(=O)NC(C)(C)C)s2)cc1 (stereo not given)	-2	3	·
CCC(NC(=O)c1cccc(S(=O)(=O)NCC2CC2)c1)c1noc(C)n1 (stereo not given)	2	-5	-2
CN(C)c1ccc(NC(=O)c2cccc(F)c2)cc1CN(CC1CC1)S(=O)(=O)c1ccc(F)cc1	-4	20	-9
Cc1cc(C)nc(N2CC(CSc3ccccn3)OC2=O)n1 (stereo not given)	-11	6	·
COc1ccc(CC(=O)Nc2nc(OCC(F)(F)F)cnc2-c2ccccc2)cc1	0	-13	0
Cn1cnnc1C1CCN(c2nc(-c3ccncc3)nc3c2CNC3)CC1	0	15	-14
Cc1cc(C)n(-c2ccc(NC(=O)C3CCN(C(=O)CCc4ccccn4)CC3)cc2)n1	-10	9	-11
Cn1cnc2c1c(=O)n(CCCSc1nnnn1C1CC1)c(=O)n2C	-5	5	·
CC(C)(C)c1ccc(C(=O)Nn2cnnc2)cc1	-18	-1	-8
Cc1ccc(Oc2cnn(-c3ccc(Cl)c(Cl)c3)c(=O)c2Nc2cccc(C(=O)NCc3ccccn3)c2)cc1	-6	17	-6
Cc1ccc(NC(=O)N(Cc2ccccc2)Cc2cccn2Cc2cccc(C(F)(F)F)c2)c(C)c1	-1	24	-5
Cc1cc(NC(=O)c2cc(-c3ccc(C(C)C)cc3)nc3ccccc23)no1	-8	-1	-2
CC1(C)NC(C)(C)c2nonc2/C1=N/O	-11	-1	·
